DAGLB inhibitor: blocks human DAGLB lipase activity. AID 504411. inhibition, % at 5.17 µM. actives 0.059% (n = 340,000). HEK293T DAGLB membrane lysate, EnzChek fluorogenic substrate. Q8NCG7; in the data active = inhibition above about 34%;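 note: 0% = enzyme with vehicle and 100% = wells lacking enzyme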
LANA DNA inh: blocks KSHV LANA C-terminal domain binding to DNA | MBP-C-LANA/FAM-LBS DNA binding, fluorescence polarization | inhibition, % at 9 µM | actives 0.078% (n = 340,000);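 active = highest replicate inhibition at or above 60% at 9 µM, even if other replicates fall short; inactive = all replicates below 60% inhibition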;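 note: 0% = neutral control wells and 100% = 4 µM acridine orange control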
Arr AP2 block: blocks beta-arrestin peptide binding to AP2 adaptin. AID 504490. FITC-arrestin peptide / GST-AP2 beads, flow cytometry; AP2 beta2 appendage carries R879A mutation. inhibition, % at 10 µM. actives 0.31% (n = 340,000);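 active = inhibition above a set limit, near 3 SD of compounds lacking own fluorescence, cut at about 54% in these data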;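 note: plate controls were DMSO wells for no effect and 5 µM unlabelled arrestin peptide for full effect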
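Assay system: GST-AP2 R879A bound to glutathione beads, E. coli-expressed; Medium: PBS with 0.05% Tween 20 and 0.1% BSA; Also added: fluorescein-tagged arrestin peptide at 50 nM final; Timing: 12 min plus 1 h, RT; Measured by: flow cytometry, FL1 (488/535 nm); Evaluation: percent drop in bead-associated FITC signal.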
CAL PDZ FP-1: inhibitors of human CAL PDZ peptide binding | purified CAL PDZ, TMR-peptide fluorescence polarization, 1 h | inhibition, % at 20 µM | actives 0.02% (n = 330,000) | AID 504414;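 active = highest replicate inhibition of at least 40%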;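 note: plate controls were DMSO neutral control wells for no effect and unlabeled competitor peptide control wells for full effect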
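material = purified tagged CAL PDZ domain construct (CerCALP) | compound dosing = 20 µM, one dose | times = 1 h at RT | measured by = fluorescence polarization from S- and P-plane intensities, G-factor corrected | read-out = inhibition from polarization loss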
NSD2 HMT inh: blocks human histone methyltransferase NSD2. NSD2 peptide methylation, AlphaScreen, 120 min. O96028. actives 0.54% (n = 310,000). inhibition, % at 12.5 µM; in the data active = inhibition above about 50%
CAL PDZ FP-2: inhibitors of human CAL PDZ peptide binding. Q9HD26. purified CAL PDZ, TMR-peptide fluorescence polarization, 1 h. inhibition, % at 24.9 µM. actives 0.92% (n = 300,000). AID 602252;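 active = mean inhibition of at least 30% with at least half of replicates also reaching 30%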;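 note: 0% = DMSO neutral control and 100% = excess unlabeled competitor peptide PRC23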
Keap1-Nrf2 PPI: Keap1-Nrf2 (human) interaction inhibition. Q14145. Keap1 Kelch-Nrf2 peptide fluorescence polarization, 1536-well. inhibition, % at 9.4 µM. actives 0.15% (n = 340,000). AID 504523; in the data active = inhibition above about 12%;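 note: human Keap1 Kelch domain with fluorescein labeled Nrf2 9mer peptide probe; 0% = neutral control wells and 100% = peptide positive control; higher means more block of Keap1 binding to Nrf2 peptide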
Cardiac RTF inh: cardiac RTF calcium desensitization | IANBD-labeled cardiac RTF, Ca2+ fluorescence | AID 493244 | P19429+P45379 | inhibition, % at 7.15 µM | actives 0.12% (n = 340,000);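 active = inhibition above the mean inhibition of all tested compounds plus 3 SD, cut at about 17% in these data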;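 note: assay run at fixed EC70 calcium of 1.6 mM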
V-ATPase pH: yeast V-ATPase proton transport regulation by pHLuorin. S. cerevisiae, pHLuorin cytosolic pH fluorescence. response, % at 10 µM. actives 0.37% (n = 350,000). AID 504577; in the data active = response mostly above about 7.3%, no sharp cut-off; inactive = mostly below about 5.4%; note: actives read high; inactives centre near 0; some compounds called inactive have numbers as strong as hits; reference of the scale not given here
Pemphigus Ab inh: inhibitors of pemphigus antibody binding to human desmoglein-3. AID 588358. P32926. actives 0.48% (n = 310,000). DSG3-coupled beads, scFv-anti-DSG3-GFP binding, flow cytometry; hits give low values. binding (percent of control), % at 10 µM;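 active = binding more than 3 SD below its plate's average and above zero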;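 note: hits lower antibody fragment binding to DSG3; some compounds called inactive have numbers as strong as hits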
Target sequence (P32926 whole entry, looked up, the tested form may be a part): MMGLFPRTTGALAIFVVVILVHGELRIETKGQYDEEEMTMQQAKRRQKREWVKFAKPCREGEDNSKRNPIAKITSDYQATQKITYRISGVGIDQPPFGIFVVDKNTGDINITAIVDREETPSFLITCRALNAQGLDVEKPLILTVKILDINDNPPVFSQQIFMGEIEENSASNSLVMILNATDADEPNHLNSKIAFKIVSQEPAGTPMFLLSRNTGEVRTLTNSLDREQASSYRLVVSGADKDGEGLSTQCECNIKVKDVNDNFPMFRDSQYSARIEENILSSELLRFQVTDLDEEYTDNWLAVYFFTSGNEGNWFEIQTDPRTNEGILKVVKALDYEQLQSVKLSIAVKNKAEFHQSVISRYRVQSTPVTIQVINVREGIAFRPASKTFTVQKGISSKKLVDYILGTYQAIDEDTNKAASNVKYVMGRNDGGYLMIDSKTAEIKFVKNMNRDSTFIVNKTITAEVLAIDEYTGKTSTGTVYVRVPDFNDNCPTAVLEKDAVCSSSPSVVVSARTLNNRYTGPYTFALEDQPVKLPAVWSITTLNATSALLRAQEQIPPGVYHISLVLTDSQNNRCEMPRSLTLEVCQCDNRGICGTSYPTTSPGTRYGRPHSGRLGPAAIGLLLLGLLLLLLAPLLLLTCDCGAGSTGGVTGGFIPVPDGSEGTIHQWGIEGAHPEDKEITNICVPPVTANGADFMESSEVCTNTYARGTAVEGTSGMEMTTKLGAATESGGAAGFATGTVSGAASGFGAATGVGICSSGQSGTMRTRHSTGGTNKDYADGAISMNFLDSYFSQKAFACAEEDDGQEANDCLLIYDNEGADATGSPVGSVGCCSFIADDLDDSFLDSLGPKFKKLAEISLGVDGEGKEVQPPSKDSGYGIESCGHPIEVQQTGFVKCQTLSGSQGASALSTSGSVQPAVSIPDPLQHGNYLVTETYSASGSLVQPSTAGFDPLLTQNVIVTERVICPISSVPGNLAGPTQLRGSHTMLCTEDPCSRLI
Numbers without * were called inactive; . = not tested or not shown. The list is partial; the hit share may differ from the screen's.

Value order – DAGLB inhibitor	LANA DNA inh	Arr AP2 block	CAL PDZ FP-1	NSD2 HMT inh	CAL PDZ FP-2	Keap1-Nrf2 PPI	Cardiac RTF inh	V-ATPase pH	Pemphigus Ab inh
> COC(=O)c1sc(C(C)(C)C)cc1CS(=O)(=O)c1ccccn1
  -7	.	2	0.1	2	-3	10	-1	-15	.
> O=C(OCC(=O)N1CCC(c2ccccc2)=N1)c1ccc([N+](=O)[O-])s1
  3	0.3	4	-2.0	1	0	-4	0	-2	99
> CCN1C(=O)C(C)S/C1=N\S(=O)(=O)c1ccc(F)cc1 (configuration not stated)
  0	-0.7	-10	-0.7	31	-1	2	-1	-2	98
> Cn1nccc1C(=O)NC1CCCc2c1cnn2-c1cc(F)cc(F)c1 (configuration not stated)
  -2	0.5	14	0.0	-2	.	-2	-5	-5	101
> COc1ccc(Nc2ncnc3c2cnn3Cc2ccccc2)cc1OC
  1	-0.2	3	-2.0	4	-1	-5	-3	1	98
> COC(=O)c1ccc(NC(C)=O)o1
  1	-0.2	12	-0.9	0	.	2	-2	1	98
> COc1ccc(NC(=O)C(C)N2C(=O)C3CC=C(Cl)CC3C2=O)cc1 (configuration not stated)
  -1	-0.4	-2	-1.9	-1	-3	-2	-6	4	114
> CCCCN(C)CCN1C(=O)C2C(C(=O)Nc3ccc(OC)cc3)C3C=CC2(O3)C1C(=O)NC1CCCCC1 (configuration not stated)
  -3	0.4	13	-2.4	4	1	1	-1	1	95
> COc1ccc(C2=CC(c3ccc(OC)c(OC)c3)n3nnnc3N2)c(OC)c1 (configuration not stated)
  -2	5.0	8	-1.6	-5	4	-4	-15	1	102
> Nc1nnc(SCC(=O)OCC(=O)Nc2ccc(Br)cc2F)s1
  0	-0.9	35	-1.8	-3	-4	-2	-6	-1	98
> COc1ccc(CCC(=O)Nc2cc3c4c(c2)CC(=O)N4CCC3)cc1
  -24	0.2	4	0.6	-1	-2	-3	-1	-2	.
> Cc1ccccc1OCCn1c(=S)[nH]c2ccccc21
  0	-1.4	24	-0.5	2	-3	-4	-8	0	119
> COc1ccc(/C=C/C(=O)Nc2ccc(-n3nncc3-c3ccc(OC)c(OC)c3)cc2)cc1OC
  2	0.8	-2	-13	-2	-2	4	0	1	97
> CCN(CC)C(=O)c1ccccc1NC(=O)c1ccccc1SC
  -1	0.9	-4	-1.9	0	-1	-3	-6	2	105
> Cc1ccc(CSCC(=O)N(C)CC(=O)Nc2ccccc2Cl)cc1
  -4	1.3	-2	-1.1	-1	9	0	-8	-3	104
> COc1cccc(C(=O)Nc2ccc3[nH]ncc3c2)c1
  -3	0.2	11	0.0	0	.	-5	-12	5	109
> O=C(NCc1ccc2c(c1)OCO2)c1cc2c(s1)CSC2
  2	-1.6	3	-0.7	.	3	0	1	4	108
> CCOC(=O)c1sc(NC(=O)Cc2c(F)cccc2Cl)nc1C
  -4	-0.2	37	-2.9	-3	-3	-2	3	-1	131
> Cc1sc2nc(CSc3ccccc3)nc(NCCN(C)C)c2c1C
  -4	-2.5	29	-2.8	7	-4	1	12	0	94
> O=C(NCC(c1ccco1)N1CCc2ccccc2C1)c1ccc(Br)cc1 (configuration not stated)
  -6	0.3	-8	-1.8	4	-2	-3	-1	-1	107
> COc1cc(OC)cc(C(=O)NCCc2cnc[nH]2)c1
  3	-0.7	26	0.0	2	-2	-4	-3	-1	103
> Cc1ccc(-n2c(Cc3noc4ccccc34)n[nH]c2=S)cc1
  -2	-1.2	29	0.4	15	-3	-2	13	-2	97
> COc1ccc(S(=O)(=O)Nc2c(C)n(C)n(-c3ccccc3)c2=O)cc1C(=O)O
  0	-0.4	-2	0.0	-6	5	0	-10	1	109
> COc1cc(NCCC(=O)c2cccs2)c(OC)cc1Cl
  1	2.6	2	0.4	40	5	5	-5	3	107
> CCc1cc(=O)oc2c(CN3CCCC3)c(O)c(Cl)cc12
  1	0.2	27	-1.0	1	-4	2	-4	-1	.
> S=c1[nH]ncn1/N=C/c1cccs1
  0	0.5	5	-0.9	-1	-4	-3	-1	4	105
> CCN(CC)C(=O)CSC(Nc1cccc(F)c1)=C(C#N)C#N
  .	.	8	.	29	.	.	.	4	100
> CCCNc1nc2ccccc2n2c(C)nnc12
  0	-2.7	20	-1.9	-2	-5	-1	-1	-4	94
> S=c1[nH]nc(C2CCCCC2)n1/N=C/c1ccccc1Cl
  -6	2.5	-19	-0.1	.	-5	0	-4	0	101
> O=C(Nc1cc(-c2nn(CC(=O)N3CCCCC3)c(=O)c3ccccc23)ccc1N1CCOCC1)c1ccc(Cl)cc1
  -2	-4.0	27	-1.9	1	-2	2	-2	-4	84

The list goes on, overlapping the part above by two compounds.
Value order – DAGLB inhibitor	LANA DNA inh	Arr AP2 block	CAL PDZ FP-1	NSD2 HMT inh	CAL PDZ FP-2	Keap1-Nrf2 PPI	Cardiac RTF inh	V-ATPase pH	Pemphigus Ab inh
> S=c1[nH]nc(C2CCCCC2)n1/N=C/c1ccccc1Cl
  -6	2.5	-19	-0.1	.	-5	0	-4	0	101
> O=C(Nc1cc(-c2nn(CC(=O)N3CCCCC3)c(=O)c3ccccc23)ccc1N1CCOCC1)c1ccc(Cl)cc1
  -2	-4.0	27	-1.9	1	-2	2	-2	-4	84
> CCC(OC(=O)c1nsc(Cl)c1Cl)C(=O)NCc1cccs1 (configuration not stated)
  0	1.6	-4	-0.9	-2	7	4	-9	3	.
> CCOc1ncccc1C(=O)Nc1ccc(S(=O)(=O)Nc2nc(C)cc(C)n2)cc1
  0	-0.6	5	-0.3	-2	3	1	-6	-2	103
> NC(=O)c1ccc[n+](CC(=O)c2ccc(NC(=O)c3ccccc3)cc2)c1
  0	-0.1	1	0.4	-2	-3	2	-9	-1	93
> CC(C)(C)n1ncc2c(=O)n(Cc3c(Cl)cccc3Br)cnc21
  -8	3.0	10	-0.9	.	-3	2	-5	0	102
> COc1ccc(-c2nc(C)c(C(C)=O)n2O)cc1OC
  0	0.2	1	.	-1	-3	0	14	1	107
> O=S(=O)(c1ccc2nc(-c3ccccc3)[nH]c2c1)N1CCN(c2ccc(Cl)cc2)CC1
  2	0.5	-3	-3.6	-1	-4	2	9	-2	79
> COc1ccc(NC(=O)CN2CCN(CC(=O)Nc3ccc(OC)cc3)CC2)cc1
  1	1.0	15	0.1	-2	2	1	-6	1	114
> COc1ccc2nccnc2c1[N+](=O)[O-]
  -1	1.4	-18	-0.9	-1	-1	0	0	3	.
> COCCCNC(=O)c1ccc([N+](=O)[O-])cc1
  -1	-1.7	-6	-2.9	-2	4	-1	2	-1	95
> CCOc1ccc(NC(=O)CC2C(=O)N(c3ccccc3)C(=O)N2CCOC)cc1 (configuration not stated)
  1	0.5	7	-0.2	.	.	-3	2	-3	98
> COc1ccc2[nH]cc(CCNC(=O)c3ccc([N+](=O)[O-])cc3)c2c1
  -3	-0.7	16	-0.6	2	0	-5	-5	2	.
> Cc1ccccc1Nc1ncnc2c1cnn2-c1ccccc1
  -5	-0.8	-3	-0.8	.	.	-2	-4	-1	107
> COc1ccc(S(=O)(=O)N2CCCOC2CNC(=O)C(=O)NCc2ccncc2)cc1 (configuration not stated)
  1	-2.3	-7	-1.7	12	3	2	-2	-1	105
> Cc1cc(NC(=O)Nc2cccs2)no1
  3	-0.3	18	-6.5	12	-7	-4	-6	9	107
> O=C(Nc1nc2ccccc2[nH]1)c1ccc([N+](=O)[O-])cc1
  1	-0.4	-4	-0.4	2	-3	-3	-8	-2	100
> CCCn1c(SCC(=O)Nc2nnc(CC)s2)nnc1-c1ccco1
  -2	-2.5	-8	0.6	-1	1	-4	-1	-2	86
> CCN=c1scc(C)n1/N=C/c1cc(Br)c(O)c(Br)c1
  26	-0.1	7	0.5	25	.	-7	-8	-2	100
> C/C(=N\NC(=O)CNC(=O)C1COc2ccccc2O1)c1ccc(Cl)cc1 (configuration not stated)
  -2	1.1	11	-1.0	-1	-1	0	-3	-1	112
> COc1cc(NC(=O)c2cccc(C)c2)ccc1NC(=O)c1cc2ccccc2o1
  -2	0.0	0	-0.9	2	-2	-4	2	1	90
> Cc1cc(C)cc(NC(=O)c2ccc(S(=O)(=O)N(C)CC3CCCO3)cc2)c1 (configuration not stated)
  -4	0.5	-15	-0.7	-3	-9	3	-7	1	100
> COc1cccc(-c2cc(C(=O)N3CCOCC3)no2)c1
  2	-2.6	10	-2.3	-5	-2	-3	-10	0	96
> COC(=O)C(CC(=O)O)NCc1ccco1 (configuration not stated)
  -1	-1.1	-4	0.5	-23	3	1	2	3	90
> O=C(CN1C(=O)c2ccccc2S1(=O)=O)c1ccc(O)c(O)c1
  4	0.5	10	-2.0	24	1	-2	-2	2	100
> CCOC(=O)C1(CCOc2ccccc2)CCN(Cc2ccc(O)c(OC)c2)CC1
  1	0.0	14	-1.6	4	.	-2	-3	0	100
> CCOC(=O)c1cnc(SCC(C)C)nc1N
  -5	2.3	20	-0.8	1	3	-2	6	0	101
> CN(C)CCCNc1ncnc2c1cnn2-c1ccccc1
  0	-0.1	7	0.0	.	.	3	-6	0	105
> Cc1ccc(NC(=O)c2ccc(COc3ccc4c(c3)CCC4)cc2)c(C)c1
  -1	1.4	-3	-0.9	-1	-1	-3	-3	4	102
> CN(C)S(=O)(=O)c1ccccc1C#N
  -1	-1.0	4	-0.1	.	-2	-4	1	5	103

Assay outcomes: PubChem, several laboratories
